IL2 activator: IL-2 activation | hit rate 0.065% among 360,000 | activation, % (series mostly up to about 46 µM) | IL-2 activation reporter assay, cell-based qHTS; stimulated with anti-CD3/CD4/CD28 beads; in transgenic mouse T cells; in the data active = activation above about 50%; inconclusive = mostly about 30% to 49%; note: 0% is about no effect
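EGFP and DsRed fluorescence is measured by plate cytometry in unstimulated transgenic mouse T cells exposed to compound for 60 minutes, then stimulated 18 hours at 37 degrees C with anti-CD3/anti-CD4 beads plus anti-CD28.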
PI5P4Ka inh: PI5P4K alpha (human) kinase inhibition; hit rate 1.2% among 330,000; P48426; AID 652105; PI5P4Kalpha enzyme, ADP-Glo luminescence, 60 min; active compounds read low; max response, %; active = max response of -50% or lower; inconclusive = between -30% and -50%; inactive = -30% or higher; note: value at the top dose of about 77 µM; % is set by controls: 0 for no effect and ±100 for the full control effect
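Quantitative HTS of the MLSMR library against PI5P4Kalpha with substrate. ATP added last at 5 microM final; room temperature, 60 minutes. Remaining ATP depleted, ADP converted and read as luminescence.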
CCT modulator: modulators of cytosolic chaperonin (CCT/TRiC) activity. AID 651819. activity change, % (concentration not given with the values), hits read low. purified chaperonin ATPase assay, HTRF ADP detection, 30 min. hit rate 0.3% among 360,000; in the data active = activity change below about -30%; note: % is set by controls: 0 for no effect and ±100 for the full control effect
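Nucleotide hydrolysis assay: TRiC at 20–40 nM final (set by batch activity) with 10 uM ATP, 30 min at 37 °C, in presence of 76 uM compound. Detection by competitive ADP HTRF, 30 min ambient.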
EPAC1 antag: EPAC1 (human) antagonism; O95398; Potency, µM (highest dose often 115 µM), for the others: at the top dose activity change, negative = inhibition, most hits filed as inhibitors; AID 720709; hit rate 0.14% among 360,000; EPAC1 GEF assay, Rap1b-BODIPY-GDP exchange fluorescence;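 note: potency is the fitted concentration of half-maximal effect; plate controls were vehicle for no effect and positive control for full effect; nearly all actives have a fitted effect of over 50% in size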
EPAC1 ag: activates human EPAC1 exchange factor; O95398; EPAC1 agonist qHTS, biochemical assay; response scale: 100% = response to 6.5 mM cAMP; Potency, µM (titrated, usually from 154 µM), for the others: at the top dose activation, actives largely listed as activators; hit rate 0.073% among 360,000; AID 720707; note: potency is the fitted concentration of half-maximal effect; nearly all actives have a fitted effect of over 60% in size
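EPAC1 100 nM, Rap1B–BODIPY-GDP 250 nM, unlabeled GDP 50 uM; compound titration; 5 min RT; kinetic read ex480/em540 at 5-min intervals ×30 min; data normalized to 6.5 mM cAMP agonist control.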
WRN helicase inh: inhibitors of human WRN helicase. WRN helicase unwinding, fluorescent forked duplex, kinetic. Potency, µM (highest dose often 114 µM), without a hit: top-dose activity change, negative = inhibition, most hits filed as inhibitors. hit rate 0.46% among 360,000; note: potency is the fitted concentration of half-maximal effect; % is set by controls: 0 for no effect and ±100 for the full control effect; nearly all actives have a fitted effect of over 55% in size
Target sequence (Q14191 whole entry, looked up): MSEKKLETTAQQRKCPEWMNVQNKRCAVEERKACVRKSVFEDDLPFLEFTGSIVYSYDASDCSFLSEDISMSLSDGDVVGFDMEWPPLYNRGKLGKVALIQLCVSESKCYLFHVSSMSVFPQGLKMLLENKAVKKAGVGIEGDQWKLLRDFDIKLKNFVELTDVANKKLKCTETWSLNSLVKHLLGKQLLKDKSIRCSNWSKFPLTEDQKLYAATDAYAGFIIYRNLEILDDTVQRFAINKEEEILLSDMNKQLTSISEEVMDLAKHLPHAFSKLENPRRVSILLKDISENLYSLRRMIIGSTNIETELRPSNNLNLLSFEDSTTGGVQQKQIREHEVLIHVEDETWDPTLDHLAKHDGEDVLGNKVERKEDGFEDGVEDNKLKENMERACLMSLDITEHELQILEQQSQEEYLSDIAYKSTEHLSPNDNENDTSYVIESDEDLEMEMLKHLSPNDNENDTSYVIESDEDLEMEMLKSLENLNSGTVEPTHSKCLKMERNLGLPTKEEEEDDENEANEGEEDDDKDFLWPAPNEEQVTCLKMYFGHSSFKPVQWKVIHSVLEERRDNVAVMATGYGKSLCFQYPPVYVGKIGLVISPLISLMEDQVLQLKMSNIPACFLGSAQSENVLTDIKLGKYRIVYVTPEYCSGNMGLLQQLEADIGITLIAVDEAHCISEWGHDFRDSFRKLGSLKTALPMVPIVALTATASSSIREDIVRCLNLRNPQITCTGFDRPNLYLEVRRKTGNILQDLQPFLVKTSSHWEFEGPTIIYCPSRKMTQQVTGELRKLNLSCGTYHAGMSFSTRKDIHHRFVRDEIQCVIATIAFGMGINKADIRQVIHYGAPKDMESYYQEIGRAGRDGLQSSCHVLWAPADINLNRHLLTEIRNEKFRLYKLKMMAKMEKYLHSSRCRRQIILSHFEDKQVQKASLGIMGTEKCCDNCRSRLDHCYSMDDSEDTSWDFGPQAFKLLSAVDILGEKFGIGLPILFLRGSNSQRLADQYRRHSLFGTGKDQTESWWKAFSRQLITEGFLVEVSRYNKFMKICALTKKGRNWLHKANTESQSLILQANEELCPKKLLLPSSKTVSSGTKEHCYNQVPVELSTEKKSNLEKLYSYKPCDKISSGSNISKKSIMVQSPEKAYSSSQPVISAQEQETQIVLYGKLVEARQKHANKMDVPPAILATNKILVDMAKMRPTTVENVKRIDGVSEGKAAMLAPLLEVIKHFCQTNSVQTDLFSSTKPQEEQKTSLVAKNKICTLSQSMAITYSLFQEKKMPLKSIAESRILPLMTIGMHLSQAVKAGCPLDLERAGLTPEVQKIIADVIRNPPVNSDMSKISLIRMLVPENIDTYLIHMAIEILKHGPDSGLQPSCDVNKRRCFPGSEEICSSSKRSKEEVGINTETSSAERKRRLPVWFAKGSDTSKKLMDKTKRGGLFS
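Fluorescence dequenching readout, ex 525 nm/em 598 nm, kinetic mode: forked duplex DNA (100 nM final) with adjacent fluorophore and quencher unwound by WRN (20 nM final) with 2 mM ATP. Compound preincubation 15 min, room temperature.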
PLK1 PBD inh: inhibitors of human PLK1 polo-box domain binding; Potency, µM, for the others: max response, negative = inhibition, most hits filed as inhibitors; P53350; Plk1 PBD binding of FITC phosphopeptide, fluorescence polarization; hit rate 2.8% among 360,000; note: potency is the fitted concentration of half-maximal effect; series mostly up to about 57 µM; % is set by controls: 0 for no effect and ±100 for the full control effect; nearly all actives have a fitted effect of over 65% in size
EPAC2 ag: activates human EPAC2 exchange factor; EPAC2 activation, biochemical qHTS; response scale: 100% = 6.5 mM cAMP response; Potency, µM (top dose mostly 154 µM), without a hit: top-dose activation, usual class: activators; hit rate 0.079% among 360,000; note: potency is the fitted concentration of half-maximal effect; nearly all actives have a fitted effect of over 50% in size
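qHTS, titration series. 100 nM EPAC2 / 250 nM Rap1B-BODIPY-GDP / 50 uM GDP; RT; ex 480/em 540 nm, 5-min reads to 30 min. Norm. to 6.5 mM cAMP = activation.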
* hit, by the source's call; u = inconclusive; x = not tested or not shown; [ ] = another dose, or the depositor's remark. Unless noted, calls come from the whole dose curve; as a rule, active = well fitted curve in the direction sought with a large enough effect; inconclusive = small, poorly fitted or top-dose-only effect, or another doubt; inactive = no such curve, though single readings can be large; an effect the other way counts as inactive or inconclusive.

SMILES	IL2 activator	PI5P4Ka inh	CCT modulator	EPAC1 antag	EPAC1 ag	WRN helicase inh	PLK1 PBD inh	EPAC2 ag
CS(=O)(=O)c1ccc(Cl)c(NC(=O)CN2CCCC2c2ccc3c(c2)OCCCO3)c1 (stereo not given)	0.2	-6	1.2	0%	2%	6%	-2%	17%
COc1ccccc1OCCCOc1c(C)cc(C)cc1Br	-0.4	20	-1.0	-8%	12%	-28%[57.1 µM]	-2%	-13%
COC(=O)C1CN(S(=O)(=O)c2ccccc2)CCN1S(=O)(=O)c1ccccc1 (stereo not given)	-1.3	x	-1.5	0%	6%	-9%	-3%	15%
COc1ccccc1NC(=S)N/N=C1\CC(C)(C)Oc2ccc(O)cc21	0.6	0	-1.0	1%	17%	-11%	1%	16%
C=CCNC(=O)/C(=C\c1ccco1)NC(=O)c1ccco1	-0.1	-5	-3.1	-8%	1%	8%	-4%	-8%
O=C1C(Oc2ccccc2)C(c2ccc3c(c2)OCO3)N1CCc1ccc(F)cc1 (stereo not given)	-4.2	9	-2.4	-2%	-5%	-25%	-12%	3%
COc1cc(C2/C(=C(\O)c3ccc4c(c3)OCCO4)C(=O)C(=O)N2CCN2CCOCC2)cc(OC)c1OC (stereo not given)	8.6	2	-2.7	-1%	-12%	-24%	-11%	12%
COC(=O)CCCN1C(=O)c2cccc3cccc(c23)C1=O	1.1	0	-2.5	-14%	6%	-26%	-10%	5%
O=C1CC(N2CCSCC2)C(=O)N1c1ccc(Br)cc1 (stereo not given)	0.4	-1	-1.8	-21%	-5%	-2%	-10%	6%
Cc1ccccc1N(CC(=O)N1CCOCC1)S(C)(=O)=O	-0.1	7	0.5	-10%	7%	11%	-17%	11%
Cc1ccc(C(CC(=O)c2ccco2)SCCO)cc1 (stereo not given)	-2.7	-5	-2.6	-4%	-6%	-1%	-3%	7%
CCn1cc(C(=O)N2CCN(c3ccc(F)cc3)CC2)c2cc(OC)c(OC)cc2c1=O	-4.2	-8	-2.1	-13%	1%	4%	-14%	11%
O=C(CCS(=O)(=O)c1ccccc1)Nc1nccs1	1.0	-13	1.2	0%	9%	-1%	-8%	1%
O=C(NCC(O)CO)c1csc(Nc2cccc3ccccc23)n1 (stereo not given)	-0.2	-13	-1.2	-5%	2%	-21%	-22%	-1%
Cc1ccc(CSc2ccc(S(=O)(=O)N3CCCCC3)cn2)cc1	-1.2	-6	-0.6	-14%	-17%	-8%	u	2%
Cc1cccc(NC(=O)CC2SC(=O)N(c3ccccc3)C2=O)c1 (stereo not given)	-4.1	-11	-3.1	3%	0%	100µM*	15µM*	1%
COc1cc(C(=O)N2C[C@@H]3CCC[C@H]2C3)ccc1OC1CCN(C(C)=O)CC1	0.1	-4	-4.6	4%	2%	-8%	-2%	-1%
Cc1ccc(CN2C(=O)N/C(=C\c3ccc(-c4ccc(C(=O)O)cc4C)o3)C2=O)cc1	0.0	-23	-2.5	1%	-7%	u	u	2%
COc1ccc(/C=N/NC(=O)Cn2nc([N+](=O)[O-])cc2C)c(OC)c1OC	0.3	0	-3.2	-14%	2%	7%	-13%	10%
CC(CCc1ccccc1)NC(=O)c1ccc(Br)o1 (stereo not given)	-3.2	x	-1.3	1%	10%	2%	-7%	-5%
CC(C)CCCN1C(N(C)C)=NC[C@@H]1Cc1ccccc1	-0.2	1	1.1	10%	-4%	4%	4%	6%
COc1ccccc1-n1cnc2cc(NS(=O)(=O)c3ccccc3)ccc21	-1.3	-26	-1.2	-4%	6%	5%	-10%	12%
CCN(CC)C(=O)C1=C(C)NC(=S)NC1c1cccs1 (stereo not given)	-2.2	0	-0.7	-5%	2%	3%	-18%	5%
C=CCC1(CC=C)CCCN1C(=O)C1CCC(=O)N(Cc2ccc(Cl)cc2)C1 (stereo not given)	-3.4	4	0.3	11%	-11%	6%	7%	1%

4 entries from above, sorted by heavy-atom count, descending.
SMILES	IL2 activator	PI5P4Ka inh	CCT modulator	EPAC1 antag	EPAC1 ag	WRN helicase inh	PLK1 PBD inh	EPAC2 ag
C=CCC1(CC=C)CCCN1C(=O)C1CCC(=O)N(Cc2ccc(Cl)cc2)C1 (stereo not given)	-3.4	4	0.3	11%	-11%	6%	7%	1%
COc1ccc(/C=N/NC(=O)Cn2nc([N+](=O)[O-])cc2C)c(OC)c1OC	0.3	0	-3.2	-14%	2%	7%	-13%	10%
O=C(NCC(O)CO)c1csc(Nc2cccc3ccccc23)n1 (stereo not given)	-0.2	-13	-1.2	-5%	2%	-21%	-22%	-1%
CC(C)CCCN1C(N(C)C)=NC[C@@H]1Cc1ccccc1	-0.2	1	1.1	10%	-4%	4%	4%	6%

4 compounds out of the list above, arranged by their value in EPAC2 ag, highest first.
structure	IL2 activator	PI5P4Ka inh	CCT modulator	EPAC1 antag	WRN helicase inh	PLK1 PBD inh	EPAC2 ag
COc1ccccc1-n1cnc2cc(NS(=O)(=O)c3ccccc3)ccc21	-1.3	-26	-1.2	-4%	5%	-10%	12%
CC(C)CCCN1C(N(C)C)=NC[C@@H]1Cc1ccccc1	-0.2	1	1.1	10%	4%	4%	6%
O=C(CCS(=O)(=O)c1ccccc1)Nc1nccs1	1.0	-13	1.2	0%	-1%	-8%	1%
O=C(NCC(O)CO)c1csc(Nc2cccc3ccccc23)n1 (stereo not given)	-0.2	-13	-1.2	-5%	-21%	-22%	-1%

Further records
SMILES	IL2 activator	PI5P4Ka inh	CCT modulator	EPAC1 antag	EPAC1 ag	WRN helicase inh	PLK1 PBD inh	EPAC2 ag
N/C(CSc1ccc(Cl)cc1)=N\S(=O)(=O)c1ccc(Cl)cc1	-0.3	15	-0.5	0%	-2%	4%	-1%	3%
COc1ccc(N(C(=O)c2ccncc2)S(=O)(=O)c2ccccc2)cc1	-3.1	-4	-3.0	-7%	-3%	-21%	-2%	3%
COc1ccc(C(=O)N2CCN(C3CCCCC3)CC2)c(OC)c1	-0.2	x	-0.5	-1%	-2%	10%	-3%	6%
COc1ccc(CC(=O)NNS(=O)(=O)c2ccccc2[N+](=O)[O-])cc1OC	0.7	4	0.0	0%	-3%	1%	-13%	11%
O=[N+]([O-])c1cccc(Oc2ncccc2[N+](=O)[O-])c1	0.0	4	0.9	-13%	7%	-16%	5%	2%
O=C(O)CCCC(=O)NCCc1cccc(Cl)c1	-2.2	0	0.5	3%	-6%	7%	3%	-1%
Cc1ccc(-c2csc(NC(=O)CCCc3cccs3)n2)cc1	-1.0	-3	-1.9	3%	0%	-6%	17µM*	0%
CC(=O)C1CCC2C3CC(C)C4(O)CC(=O)CCC4(C)C3C(O)CC12C (stereo not given)	0.2	-1	-2.8	-11%	-4%	-24%	-7%	2%
O=c1oc2ccccc2n1CCCCCn1c(=O)oc2ccccc21	0.5	8	-0.7	0%	-1%	6%	-13%	16%
Cc1ccc(CS(=O)Cc2ccc(C(=O)NC3CCC(C)CC3)o2)cc1 (stereo not given)	-2.1	2	-0.9	u	-1%	4%	-17%	-2%
CC(C)Cn1c(=O)c(C(=O)NCc2ccccn2)c(O)c2ccccc21	0.8	6	-1.5	-16%	1%	-9%	-2%	-11%
COc1cc(/C=C/C(=O)c2ccc3c(c2)OCCO3)cc(Br)c1OCC(=O)N(C)C	2.5	-15	0.2	79µM*	15%	-14%	-2%	4%
CC(Sc1nnnn1-c1ccccc1)C(=O)Nc1ccc(Cl)cn1 (stereo not given)	-0.3	x	-1.9	-4%	15%	-6%	-4%	15%
NC(=O)CSc1nccn1Cc1ccccc1	0.7	-2	-6.2	-3%	-1%	2%	-6%	3%
O=C(c1cc(-c2ccc(Cl)cc2)n[nH]1)N1CCc2ccccc2C1	1.2	2	-2.7	-7%	17%	12%	-10%	5%
C=CCNC(=S)NNC(=O)c1ccncc1	-0.4	-4	0.1	7%	12%	-6%	0%	5%
Cc1cccc(C(=O)Oc2ccccc2C(=O)N2CCOCC2)c1	0.8	-1	0.3	-17%	1%	0%	-1%	1%
O=S(=O)(Nc1cccc(-c2cn3c(n2)SCC3)c1)c1ccccc1	-1.9	1	-1.0	-9%	4%	-23%	u	7%
COc1ccc(NC(=O)C2CCCN(c3nc(C)cc(C)n3)C2)cc1 (stereo not given)	0.9	-6	-1.7	3%	-2%	4%	5%	-8%
COC(=O)Cc1csc(NCc2ccccc2)n1	-0.1	-8	-1.4	-1%	5%	-9%	-4%	4%
CN(C)N=Nc1nc[nH]c1C(N)=O	-0.3	-2	-3.6	-7%	-6%	5%	-23%	-2%
CN(Cc1ccccc1)C(=O)c1cccc(NC(=O)Cc2ccc(NC(=O)C3CCCN(C(=O)C4CC4)C3)cc2)c1 (stereo not given)	-0.7	-2	-0.5	-13%	-8%	1%	-14%	3%
CCCCCCCCNCCS(=O)(=O)NCCCCCCCC	-0.7	40	1.4	-15%	-27%	-6%	-2%	-18%
O=C(CCc1ccccc1)N1CCCN(C(=O)CCc2ccccc2)CC1	-0.6	1	0.1	9%	4%	-1%	-3%	-9%
CC(=O)NCCC(=O)N1CCc2c([nH]c3ccccc23)C1c1cccc(Cl)c1 (stereo not given)	0.3	-6	2.7	9%	1%	4%	2%	1%
CC(=O)Nc1ccc(S(=O)(=O)N2CCN(CCCOc3ccccc3Cl)CC2)cc1	-0.4	6	-1.0	-2%	-5%	-11%	-2%	8%
CCCCN(C)CCNC(=O)c1cc2cc3ccc(OC)cc3nc2o1	-0.4	0	1.3	2%	-1%	14%	-3%	5%
Cc1nc2ccccc2n1CSc1ccccc1	0.9	-5	2.0	u	-1%	-4%	-7%	1%
O=C(Nc1cccc(NC(=O)c2cc([N+](=O)[O-])ccc2Cl)n1)c1cc([N+](=O)[O-])ccc1Cl	-0.8	-8	-0.2	-2%	7%	-8%	-13%	14%
CC1CCCCN1C(=S)NCCc1ccccc1 (stereo not given)	-1.1	3	-1.8	11%	-6%	0%	-3%	-12%
O=C(NCc1ccc2c(c1)OCO2)C1CC(=O)N(c2ccc(F)cc2)C1 (stereo not given)	-2.4	0	1.5	-1%	0%	11%	-8%	-12%
Cn1c(CSc2nc3ccccc3s2)nnc1SCC(=O)NCCCN1CCOCC1	0.0	-4	-0.1	1%	3%	-1%	-16%	5%
COc1ccc(C(=O)Nc2ccc3oc(-c4cccnc4)nc3c2)cc1OC	0.0	0	1.3	-2%	-6%	-6%	3%	1%
COc1cccc(C(=O)NCC(=O)N/N=C/c2c(C)[nH]c3ccccc23)c1	0.2	-2	-1.2	-17%	-6%	-9%	-1%	-1%
COc1ccccc1OCc1nnc(SCC(=O)N2CCCCC2)n1-c1ccccc1	0.8	4	-0.1	4%	3%	7%	-3%	-4%
COc1cc(NC(=O)C2CC2C)c(C(=O)O)cc1OC (stereo not given)	0.0	-1	-0.5	3%	-1%	5%	-6%	-7%
O=C(Cn1cnc2c(nnn2Cc2ccc(F)cc2)c1=O)NCc1ccc(F)cc1	-0.2	-1	1.6	-4%	5%	-8%[57.1 µM]	4%	6%

Assay outcomes deposited in PubChem by National Center for Advancing Translational Sciences (NCATS).

Some of the compounds tested, so the mix of outcomes need not match the whole.
